# Bioassay records from PubChem BioAssay.
# UGM FP inh: M. tuberculosis UGM enzyme inhibitors, primary screen, biochemical, fluorescence polarization, single point; AID 504406, 2011; inhibition, % at 10 µM; UDP-galactopyranose mutase (Mycobacterium tuberculosis (strain ATCC 25618 / H37Rv)), …; actives 0.06% (n = 320,000); purified UGM, fluorescence polarization probe displacement; in the data active = inhibition above about 10%, passing the limit was not always enough; inconclusive = no clear call, values can overlap the other calls
# Target sequence (P9WIQ1 whole entry, looked up): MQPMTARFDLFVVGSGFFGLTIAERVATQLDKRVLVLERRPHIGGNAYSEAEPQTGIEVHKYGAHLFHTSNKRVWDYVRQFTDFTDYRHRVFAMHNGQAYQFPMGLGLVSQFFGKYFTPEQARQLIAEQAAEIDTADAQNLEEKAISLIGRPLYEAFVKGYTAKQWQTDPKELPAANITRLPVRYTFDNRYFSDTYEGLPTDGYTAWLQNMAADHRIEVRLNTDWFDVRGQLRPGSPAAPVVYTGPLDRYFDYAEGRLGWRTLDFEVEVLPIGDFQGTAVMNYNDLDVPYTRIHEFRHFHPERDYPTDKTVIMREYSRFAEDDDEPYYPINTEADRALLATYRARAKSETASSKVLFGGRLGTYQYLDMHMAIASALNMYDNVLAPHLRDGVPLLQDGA
# FadD28 FP inh: inhibitors of FadD28 bisubstrate probe binding, primary screen, biochemical, fluorescence polarization, single point; Mycobacterium tuberculosis FadD28 fatty-acid-AMP ligase; inhibition, % at 12.5 µM; actives 0.22% (n = 360,000); in the data active = inhibition above about 8.5%, passing the limit was not always enough; inconclusive = no clear call, values can overlap the other calls
# BioA inh: M. tuberculosis BioA enzyme inhibitors, primary screen, biochemical, plate reader, single point, HTS; actives 0.096% (n = 360,000); 7,8-diaminopelargonic acid synthase BioA (Mycobacterium tuberculosis); AID 602481, 2012; inhibition, % at 9.99 µM; purified M. tuberculosis BioA enzyme; in the data active = inhibition above about 40%; inconclusive = no clear call, values can overlap the other calls
# GDH-TPI inh: GDH-TPI coupling enzyme inhibitors, primary screen, artefact control for M. tuberculosis FBA inhibitor project, biochemical, absorbance, full deck; GDH-TPI coupled enzyme counterscreen, NADH absorbance; inhibition, % at 4.8 µM; actives 1.2% (n = 360,000); AID 588335, 2011;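 also: 0% = DMSO wells and 100% = wells lacking the enzyme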
# FBA Mtb inh: Mtb FBA enzyme inhibitors, primary screen, biochemical, fluorescence, strain H37Rv; purified M. tuberculosis FBA, fluorescence read-out; inhibition, % at 1 µM; actives 2.3% (n = 360,000); AID 588726, 2011; in the data active = inhibition above about 27%;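 also: 0% = vehicle and 100% = reference inhibitor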
# Target sequence (P9WQA3 whole entry, looked up): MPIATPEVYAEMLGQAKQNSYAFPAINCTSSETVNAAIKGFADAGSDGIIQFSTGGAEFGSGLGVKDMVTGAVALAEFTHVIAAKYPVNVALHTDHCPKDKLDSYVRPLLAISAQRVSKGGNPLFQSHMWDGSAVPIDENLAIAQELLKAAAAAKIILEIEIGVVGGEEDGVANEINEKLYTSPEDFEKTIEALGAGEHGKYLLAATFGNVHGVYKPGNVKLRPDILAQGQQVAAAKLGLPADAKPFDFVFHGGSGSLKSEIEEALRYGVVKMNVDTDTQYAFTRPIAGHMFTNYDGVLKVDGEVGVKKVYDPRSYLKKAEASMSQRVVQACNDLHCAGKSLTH
# CCHF vOTU inh: CCHFV vOTU protease inhibitors, primary screen, biochemical, Pep-AMC substrate, fluorescence; actives 0.55% (n = 370,000); Crimean-Congo hemorrhagic fever virus L polyprotein viral ovarian tumor (vOTU) protease …; inhibition, % at 11.5 µM; also: 0% = vehicle wells with enzyme and 100% = no enzyme wells
# BoNT A protease: BoNT/A light chain protease inhibitors, primary screen, biochemical, flow cytometry, MLPCN library; AID 588499, 2011; actives 0.17% (n = 360,000); inhibition, % at 10 µM; multiplex microsphere protease substrate cleavage; Botulinum neurotoxin type A light chain protease (Clostridium botulinum A str. ATCC 3502); in the data active = inhibition above about 30%; inconclusive = no clear call, values can overlap the other calls; also: plate controls were buffer without enzyme for full effect and enzyme alone for no effect
# BoNT-F LC inh: BoNT/F light chain protease inhibitors, primary screen, biochemical, flow cytometry, MLPCN library; inhibition, % at 10 µM; actives 0.22% (n = 360,000); AID 588497, 2011; Multiplex microsphere protease cleavage assay; Botulinum neurotoxin type F light chain protease (Clostridium botulinum); in the data active = inhibition above about 35%, passing the limit was not always enough; inconclusive = no clear call, values can overlap the other calls; also: plate controls were buffer without enzyme for full effect and enzyme alone for no effect
# PrPC TRFRET: inhibitors of human cell surface prion protein PrPC, primary screen, cell-based, TR-FRET | Major prion protein (Homo sapiens), P04156 | TR-FRET read-out | inhibition, % at 13.8 µM | actives 0.43% (n = 370,000) | AID 720596, 2013; in the data active = inhibition above about 24%; also: 0% = median of the test wells and 100% = reference compound wells
# Starred values were filed as active, the others as inactive; ? = inconclusive; / = not tested or not shown. Rule as the data show it, unless noted: active = inhibition above about 30%; inactive = the rest.
structure,UGM FP inh,FadD28 FP inh,BioA inh,GDH-TPI inh,FBA Mtb inh,CCHF vOTU inh,BoNT A protease,BoNT-F LC inh,PrPC TRFRET
Clc1ccc(C2=Nn3c(nnc3-c3cccs3)SC2)cc1,-0.6,0.3,0.0,9,-4,-1,0.4,15,-1
CCn1c(SCC(=O)Nc2nnc(C)s2)nnc1-c1ccncc1,2.1,-1.5,2.1,1,0,5,6.6,7,-4
COc1ccccc1N1CCN(C(=O)CCc2ccccc2)CC1,1.0,-1.1,-0.6,9,2,5,2.2,-9,-5
COCCN(CCOC)C(=O)COC(=O)c1cc([N+](=O)[O-])ccc1Cl,-0.9,-2.3,0.4,-10,-2,5,-0.3,-1,-13
O=C1OCc2cccc([N+](=O)[O-])c21,4.6,0.7,/,3,-1,11,0.0,-15,5
O=S(=O)(NC1CCCC1)c1cccc(S(=O)(=O)N2CCC(n3nnc4ccccc43)CC2)c1,0.4,-1.7,-1.5,0,1,-12,6.1,-7,1
COc1ccc(NC(=O)Cn2nnc(C(=O)NCCc3ccc(OC)c(OC)c3)c2N)c(OC)c1,0.7,0.9,/,0,-1,-2,-0.4,-1,-1
O=C(COc1cc(=O)n2c(n1)SCCC2)c1ccccc1,-3.3,-0.7,0.0,12,5,8,/,/,7
CN(C)C(CNc1ccc(S(C)(=O)=O)cc1[N+](=O)[O-])c1ccccc1 (configuration not stated),-1.1,-0.5,-7.6,10,-8,-3,-1.8,-2,-43
CCOc1ccccc1N(C(=O)c1snc(C(N)=O)c1N)C(C(=O)NCC1CCCO1)c1ccc2ncccc2c1 (configuration not stated),-0.4,-3.2,-0.7,2,19,-22,-1.0,5,1

# Carrying on.
structure,UGM FP inh,FadD28 FP inh,BioA inh,GDH-TPI inh,FBA Mtb inh,CCHF vOTU inh,BoNT A protease,BoNT-F LC inh,PrPC TRFRET
Cc1ccc(C(=O)NCC(C)(C)O)cc1,0.7,-1.0,-1.0,1,-1,-4,1.0,0,-4
CCc1nc(NCCCn2ccnc2)c2oc3ccccc3c2n1,2.4,0.6,9.7,0,1,2,-0.7,-2,10
Cc1[nH]c(=O)nc(SCc2cccc(Cl)c2)c1C#N,2.5,0.8,1.1,-1,2,22,-3.6,14,4
CCc1nnc(NC(=O)c2ccc(S(=O)(=O)N3CCCC3)cc2)s1,1.2,/,/,-1,-1,-17,-0.9,-6,1
COc1ccc(-c2cn3c(C)c(C(=O)N4CCc5ccccc5C4)sc3n2)cc1,2.1,0.4,1.1,-1,4,/,0.4,-5,/
O=C(Nc1nnc(C2CC2)s1)c1cc(S(=O)(=O)N2CCN(c3ccccc3)CC2)ccc1Cl,0.6,0.5,1.2,22,1,-1,-0.5,-19,-5
CC1CN(S(=O)(=O)c2cccc(C(=O)OCC(=O)N3CCCCCC3)c2)CC(C)O1 (configuration not stated),-0.6,-0.3,0.4,0,-1,8,-0.9,0,-7
CN(C)S(=O)(=O)c1cccc(C(=O)N2CCc3ccccc32)c1,-0.2,0.9,-0.1,-4,0,9,0.3,-21,2
CC1(C)Cc2c(sc(NC(=O)COc3ccccc3)c2C#N)C(C)(C)N1,1.0,-1.5,/,5,1,4,-0.8,-4,3
COc1ccc(NC(=O)CSc2nc3ccccc3nc2N2CCCC2)cc1,-2.0,-2.1,-0.1,12,-1,2,4.1,1,-5

# (next part)
structure,UGM FP inh,FadD28 FP inh,BioA inh,GDH-TPI inh,FBA Mtb inh,CCHF vOTU inh,BoNT A protease,BoNT-F LC inh,PrPC TRFRET
COc1cccc(C(O)c2ncc(-c3ccccc3OC)[nH]2)c1 (configuration not stated),/,-0.9,-1.0,9,0,4,-0.4,-1,3
O=C(c1cc(=O)[nH]c2ccccc12)N1CCN(c2cccc(C(F)(F)F)c2)CC1,-0.2,-3.5,/,-3,-1,-3,-0.5,-1,14
COc1ccccc1CNC(=O)CCCOc1cc(=O)n(C)c2ccccc12,-1.9,-3.0,-0.6,-8,3,-5,0.3,-5,-2
COc1ccc(NC(=O)CN(C)C(=O)c2ccc(NC3CC3)c([N+](=O)[O-])c2)cc1,-0.5,-2.3,/,-6,-6,4,5.1,-1,-27
CC(NS(=O)(=O)c1cccc(C(=O)O)c1)C12CC3CC(CC(C3)C1)C2 (configuration not stated),/,-0.7,-0.3,4,4,8,-0.8,3,3
CC(C)(C)c1ccc(S(=O)(=O)N2CC(=O)Nc3ccccc32)cc1,-0.1,-0.4,1.9,-3,2,16,-1.0,-3,2
COCCNC(=O)CSc1nnc2c(Cl)cc(Cl)cn12,-1.2,-0.1,/,2,1,6,-0.1,-17,-7
COC(=O)c1cc(Cl)c(NS(=O)(=O)c2ccccc2)cc1OC,-0.5,-1.5,0.3,13,2,5,1.4,-4,0
CCOC(=O)c1[nH]c2ccc(OC)cc2c1NC(=O)N1CCOCC1,2.4,0.2,1.1,14,28*,-11,-0.7,-6,-2
O=C(CCN1C(=O)/C(=C/C=C/c2ccccc2)SC1=S)Nc1nc2ccccc2s1,3.4,0.1,/,14,1,-2,56*,20,5

# Going on with the list:
structure,UGM FP inh,FadD28 FP inh,BioA inh,GDH-TPI inh,FBA Mtb inh,CCHF vOTU inh,BoNT A protease,BoNT-F LC inh,PrPC TRFRET
CN(C)C(=O)CN1CCN(C(=O)CCl)CC1,1.0,-0.7,0.7,-1,-4,-2,-0.6,-5,0
O=C(c1ccc(CS(=O)c2ccccc2Cl)o1)N1CCN(c2ccccn2)CC1 (configuration not stated),-1.0,0.9,1.9,6,3,-7,-0.2,-1,15
O=C(O)C1C2C=CC(C2)C1C(=O)Nc1cccc(Cl)c1 (configuration not stated),-0.9,-1.9,/,1,-5,-6,-1.7,5,3
COc1ccccc1C(CNC(=O)c1ccc(OCc2c(C)noc2C)cc1)N1CCCC1 (configuration not stated),-3.1,-1.8,/,4,1,5,-6.1,-4,-1
O=C(COc1ccc(Br)cc1CNCCCN1CCOCC1)Nc1ccccc1,-1.3,-2.4,/,4,2,7,0.0,0,-12
CCOC(=O)c1oc2cc(O)cc(C)c2c(=O)c1-c1cscn1,-2.3,-0.9,0.5,24,-1,24,0.5,-15,1
CCOC(=O)C1(CC2CCCCO2)CCN(C(=O)Nc2ccc3c(c2)OCO3)CC1 (configuration not stated),-2.2,2.3,/,4,6,3,0.0,0,-2
CCCCOc1ccc(-c2nnn(CC(=O)Nc3ncc(CC(=O)OCC)s3)n2)cc1,3.6,-3.4,-2.3,8,6,18,-0.4,-4,-6
CC(C)Cc1nnc(NC(=O)c2ccc(N3CCCC3=O)cc2)s1,0.6,-2.2,-1.1,10,1,4,-0.9,-7,4
Cc1ccc2oc(-c3cccc(NC(=O)c4ccc(Br)o4)c3C)nc2c1,-0.8,-0.7,-0.8,-2,-1,-2,-0.7,-7,-5

# Some of the entries above in a different format.
# Order of values: UGM FP inh	FadD28 FP inh	BioA inh	GDH-TPI inh	FBA Mtb inh	CCHF vOTU inh	BoNT A protease	BoNT-F LC inh	PrPC TRFRET
COCCNC(=O)CSc1nnc2c(Cl)cc(Cl)cn12
→ -1.2	-0.1	/	2	1	6	-0.1	-17	-7
COC(=O)c1cc(Cl)c(NS(=O)(=O)c2ccccc2)cc1OC
→ -0.5	-1.5	0.3	13	2	5	1.4	-4	0
CCOC(=O)c1[nH]c2ccc(OC)cc2c1NC(=O)N1CCOCC1
→ 2.4	0.2	1.1	14	28*	-11	-0.7	-6	-2
O=C(CCN1C(=O)/C(=C/C=C/c2ccccc2)SC1=S)Nc1nc2ccccc2s1
→ 3.4	0.1	/	14	1	-2	56*	20	5
CN(C)C(=O)CN1CCN(C(=O)CCl)CC1
→ 1.0	-0.7	0.7	-1	-4	-2	-0.6	-5	0
O=C(c1ccc(CS(=O)c2ccccc2Cl)o1)N1CCN(c2ccccn2)CC1 (configuration not stated)
→ -1.0	0.9	1.9	6	3	-7	-0.2	-1	15
O=C(O)C1C2C=CC(C2)C1C(=O)Nc1cccc(Cl)c1 (configuration not stated)
→ -0.9	-1.9	/	1	-5	-6	-1.7	5	3
COc1ccccc1C(CNC(=O)c1ccc(OCc2c(C)noc2C)cc1)N1CCCC1 (configuration not stated)
→ -3.1	-1.8	/	4	1	5	-6.1	-4	-1
O=C(COc1ccc(Br)cc1CNCCCN1CCOCC1)Nc1ccccc1
→ -1.3	-2.4	/	4	2	7	0.0	0	-12
CCOC(=O)c1oc2cc(O)cc(C)c2c(=O)c1-c1cscn1
→ -2.3	-0.9	0.5	24	-1	24	0.5	-15	1
CCOC(=O)C1(CC2CCCCO2)CCN(C(=O)Nc2ccc3c(c2)OCO3)CC1 (configuration not stated)
→ -2.2	2.3	/	4	6	3	0.0	0	-2
CCCCOc1ccc(-c2nnn(CC(=O)Nc3ncc(CC(=O)OCC)s3)n2)cc1
→ 3.6	-3.4	-2.3	8	6	18	-0.4	-4	-6

# The results go on.
structure,UGM FP inh,FadD28 FP inh,BioA inh,GDH-TPI inh,FBA Mtb inh,CCHF vOTU inh,BoNT A protease,BoNT-F LC inh,PrPC TRFRET
COc1ccc(CNC(=O)CN2CCN(C(c3ccccc3)c3ccccc3)CC2)cc1,-0.6,0.5,/,1,2,-4,-0.4,-6,5
COc1ccccc1Oc1ccc(S(=O)(=O)NCc2ccccn2)cc1,-2.4,-1.0,/,11,-1,-12,-0.8,1,8
CCCCOc1cccc(/C=N/NC(=O)c2csc(C)c2C)c1,-0.3,-3.9,1.2,-8,1,9,0.1,-2,4
C=CCn1c(C(CC(C)C)CC(C)O)n[nH]c1=S (configuration not stated),-1.1,0.2,/,4,2,-2,-0.4,4,2
COCC(=O)N(CCc1ccc(OC)c(OC)c1)Cc1nc2ccccc2c(=O)[nH]1,-2.5,-1.0,-0.2,10,4,-2,-0.2,2,-3
O=c1cccc2n1C[C@H]1C[C@@H]2CN2CCCC[C@@H]12,0.1,-1.9,1.5,10,5,-15,0.1,3,-4
CC(C)Cc1nc(SCC(=O)NCc2ccccc2)n[nH]1,1.3,-1.8,-0.4,9,1,0,-0.3,-4,-2
COC(=O)c1ccc(COc2ccc(C=O)cc2OC)o1,3.8,0.9,2.1,1,2,1,0.9,-2,4
C/C(CC(=O)Nc1cccc(C(F)(F)F)c1)=N\NC(=O)c1ccncc1,-0.3,-3.8,2.4,2,-3,8,1.2,2,4
CCOC(=O)c1ccc(CNC(=O)c2cc(C(C)(C)C)oc2C)o1,-2.9,-2.6,1.2,7,-2,-12,-0.5,-9,-1

# Next section.
structure,UGM FP inh,FadD28 FP inh,BioA inh,GDH-TPI inh,FBA Mtb inh,CCHF vOTU inh,BoNT A protease,BoNT-F LC inh,PrPC TRFRET
COc1ccc(N2CCN(C(=O)Cc3ccc(Cl)cc3)CC2)cc1,0.3,1.5,9.6,2,1,-7,-3.5,-38,7
CCOC(=O)c1ccc(NC(=S)N2CCSC2c2ccc(Cl)cc2)cc1 (configuration not stated),0.9,-3.7,-1.2,4,-2,12,-1.3,-19,5
COc1cccc(Cn2c(N)c(C#N)c3nc4ccccc4nc32)c1OC,0.3,-0.6,/,7,7,-19,5.7,-1,-13
COc1ccc(C(=O)N/N=C/c2ccc(OC)c(CN3CCCc4ccccc43)c2)cc1,-1.6,-6.2,-18,19,3,-3,-1.3,-27,-6
C=CCN(CC(=O)NC1CC1)S(=O)(=O)c1cccc(C(F)(F)F)c1,0.6,-1.1,-6.8,12,4,-3,-0.5,1,4
Cc1ccccc1-c1nc(-c2ccccn2)no1,3.2,-1.4,/,1,-2,5,-0.4,1,5
Cc1cccc(OCCC(=O)NCC(c2ccco2)N2CCCCC2)c1 (configuration not stated),0.6,-1.8,0.0,5,-1,8,?,-1,-4
Nc1ccccc1SCc1cc([N+](=O)[O-])cc2c1OCOC2,-1.0,-1.3,0.8,10,1,-2,1.6,0,-12
